Screens: PubChem BioAssay, several laboratories
CHRM4 agonist – agonists of human muscarinic M4 receptor (CHRM4). P08173. CHO-K1 hM4/Gqi5, Fluo-8 calcium fluorescence; vehicle 0%, full acetylcholine response 100%. activation, % at 3 µM. 0.14% of 360,000 active;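 active = activation above the run mean over all test wells plus 3 SD, cut at about 32% in these data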;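 note: peak over basal fluorescence ratio per well then scaled between controls; 0% = DMSO wells and 100% = acetylcholine at EC100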
Target sequence (P08173 whole entry, looked up): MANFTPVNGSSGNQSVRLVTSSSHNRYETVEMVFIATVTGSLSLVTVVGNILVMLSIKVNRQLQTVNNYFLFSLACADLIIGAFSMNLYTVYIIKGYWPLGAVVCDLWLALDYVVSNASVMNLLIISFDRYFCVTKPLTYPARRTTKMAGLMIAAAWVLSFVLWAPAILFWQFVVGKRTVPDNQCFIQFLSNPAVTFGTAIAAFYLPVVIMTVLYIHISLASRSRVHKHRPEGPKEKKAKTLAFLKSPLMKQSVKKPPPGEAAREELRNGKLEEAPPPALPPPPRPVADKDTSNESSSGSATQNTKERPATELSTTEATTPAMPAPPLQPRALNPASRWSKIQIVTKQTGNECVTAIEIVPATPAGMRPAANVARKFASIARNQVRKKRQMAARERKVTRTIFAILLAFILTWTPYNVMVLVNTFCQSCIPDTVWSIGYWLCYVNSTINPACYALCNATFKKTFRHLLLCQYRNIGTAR
M4 PAM – positive allosteric modulators of human muscarinic M4 receptor; AID 624126; CHO-K1 hM4/Gqi5, Fluo-8 calcium fluorescence, ACh EC20; 0% = ACh EC20, 100% = maximal ACh; activation, % at 3 µM; 0.4% of 360,000 active;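 active = activation above its plate's cutoff, the mean activation of sample wells plus 3 SD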; note: some results filed as inactive read as strong as hits
CRFBP-R2 agonist – agonists of human CRF-binding protein/CRF-R2 receptor complex. 0.46% of 350,000 active. AID 588473. HEK293 CRF-R2/CRF-BP, calcium dye fluorescence (FLIPR); percent of saturating CRF peptide response. activation, % at 13.2 µM;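 active = activation of at least 50%, plus an integration ratio under a set limit after plate pattern correction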;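 note: plate controls were neutral control wells without compound for no effect and CRF at EC100 for full effect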
M5 PAM – potentiates acetylcholine response at human M5 receptor | 0.3% of 360,000 active | activation, % at 3 µM | CHO-K1 hM5, Fluo-8 calcium, ACh EC20 PAM; 0% = ACh EC20, 100% = ACh EC100;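 active = activation above the run cutoff, the mean activation of all test compounds plus 3 SD, cut at about 18% in these data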
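Assay system: CHO-K1 hM5 cells. Also added: acetylcholine at EC20 concentration, added after compound. Dosing: 3 µM, single dose. Times: compound preincubation 140 s before EC20 acetylcholine addition. Signal: Fluo-8 calcium fluorescence. Measure: % activation relative to EC20 and EC100 ACh responses. Repeats: singlicate, one well per test compound.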
M5 antag – blocks acetylcholine activation of human M5 receptor; P08912; CHO-hM5 cells, Fluo-8 calcium fluorescence, ACh EC80; inhibition, % at 3 µM; 0.59% of 360,000 active;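 active = inhibition above a per-plate cutoff, the mean of that plate's test compounds plus 3 SD, cut at about 27% in these data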;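 note: 0% = acetylcholine EC80 with DMSO and 100% = DMSO without agonist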
CHRM1 antagonist – antagonists of human M1 muscarinic receptor; P11229; CHO-K1 hM1, Fluo-8 calcium fluorescence, ACh EC80 antagonist; inhibition, % at 3 µM; 1.3% of 360,000 active; AID 588852;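 active = percent inhibition above its own plate's cutoff, namely the mean of that plate's compound wells plus 3 SD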;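 note: peak over basal fluorescence ratio during 140 s after agonist addition; 0% = ACh EC80 plus DMSO and 100% = DMSO alone without agonist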
Target sequence (P11229 whole entry, looked up): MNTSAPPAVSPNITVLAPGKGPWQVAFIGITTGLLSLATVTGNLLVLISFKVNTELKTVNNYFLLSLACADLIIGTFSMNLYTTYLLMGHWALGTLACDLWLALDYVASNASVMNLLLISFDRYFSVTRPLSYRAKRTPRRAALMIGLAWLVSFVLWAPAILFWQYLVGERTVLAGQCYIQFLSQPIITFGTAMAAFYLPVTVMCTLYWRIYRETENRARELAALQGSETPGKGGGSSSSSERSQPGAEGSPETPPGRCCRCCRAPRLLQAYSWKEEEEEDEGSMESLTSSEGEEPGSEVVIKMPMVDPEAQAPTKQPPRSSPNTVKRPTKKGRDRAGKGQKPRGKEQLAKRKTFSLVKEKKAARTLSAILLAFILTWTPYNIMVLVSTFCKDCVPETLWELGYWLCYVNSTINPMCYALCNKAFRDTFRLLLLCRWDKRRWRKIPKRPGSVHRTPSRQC
CHRM1 PAM – human CHRM1 positive allosteric modulation; CHO-K1 hM1, Fluo-8 calcium fluorescence, ACh EC20; 0% = ACh EC20, 100% = maximal ACh; activation, % at 3 µM; 0.088% of 360,000 active; in the data active = activation above about 19%, passing the limit was not always enough
CHRM5 agonist – agonists of human muscarinic M5 receptor (CHRM5) | P08912 | activation, % at 3 µM | AID 624037 | CHO-K1 hM5 cells, Fluo-8 calcium fluorescence; 0% DMSO wells, 100% maximal acetylcholine response | 0.19% of 360,000 active;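 active = activation above the run's mean over test compounds plus 3 SD, cut at about 23% in these data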;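 note: signal is peak over basal fluorescence ratio across the kinetic read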
CHRM4 antagonist – blocks acetylcholine activation of human M4 receptor; P08173; CHO-hM4 cells, ACh EC80, Fluo-8 calcium fluorescence; inhibition, % at 3 µM; 0.73% of 360,000 active; AID 624125;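 active = inhibition above its plate's cutoff, the mean inhibition of sample wells plus 3 SD, cut at about 27% in these data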;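 note: 0% = acetylcholine EC80 with DMSO and 100% = DMSO without agonist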
* = called active by the depositor; / = not tested or not shown.

Below each SMILES: CHRM4 agonist	M4 PAM	CRFBP-R2 agonist	M5 PAM	M5 antag	CHRM1 antagonist	CHRM1 PAM	CHRM5 agonist	CHRM4 antagonist
> COc1ccc(C(=O)C2CCCN(C(=O)c3cccnc3OC)C2)c(C)c1 (stereo not given)
  2	13	1.0	1	-2	-16	17	3	-4
> COc1ccc(Cl)cc1N/C(N)=N/c1nc(CSc2ccc(C)cc2)cc(=O)[nH]1
  1	5	-1.0	-4	2	1	6	0	-6
> NC(=O)C(c1ccc(Cl)cc1)c1ccc(Sc2ccccc2)nn1 (stereo not given)
  4	-1	-2.2	-1	3	-4	3	6	4
> CS(=O)(=O)N1CCc2cc(-c3csc(NC(=O)Cc4cccs4)n3)ccc21
  25	-3	0.7	-14	9	22	-15	6	4
> CCOc1ccc(OCc2cccc(C(=O)N3CCCC3)c2)cc1
  -1	5	-1.9	2	-1	-3	7	-2	-7
> CN(C)S(=O)(=O)c1ccc(N2CCCC2)c(C(=O)Nc2nc(-c3cc(F)ccc3F)cs2)c1
  0	5	0.4	-2	-1	3	4	-2	-12
> COc1ccc2[nH]c(=O)c(CN(CC3CCCO3)S(=O)(=O)c3ccccc3)cc2c1 (stereo not given)
  15	-11	-1.1	-6	5	13	-4	3	6
> CCOC(=O)C(C)C(C)=O (stereo not given)
  1	4	-1.8	0	3	-17	11	1	-5
> O=C(/C=C/Nc1ccccc1F)c1cccs1
  1	8	3.9	-1	0	-13	15	0	-2
> CC(C)n1c2ccccc2c2cc([N+](=O)[O-])ccc21
  0	-2	-2.6	-1	25	28	-9	0	12
> O=C(NCc1cccnc1)c1ccc(Cl)c(S(=O)(=O)N2CCOCC2)c1
  2	6	0.1	11	-16	-12	6	0	-25
> COc1ccc(NC(=O)c2cc([N+](=O)[O-])ccc2O)cc1
  12	0	37	-13	15	11	3	8	-4
> CC(C)N1CCN(Cc2nc3c(s2)CCCC3)CC1CCO (stereo not given)
  1	0	0.7	-2	11	-2	2	-1	2
> CCCc1cc(=O)oc2cc(OCC(=O)NCc3ccccn3)ccc12
  1	2	-0.3	1	-5	0	1	-2	0
> Cc1ccc(C)c2[nH]c(=O)c(CN(CCN3CCCC3)C(=O)Nc3cccc(Cl)c3)cc12
  3	-7	-0.8	-1	8	-6	9	0	-6
> Cc1csc(C(C)N(C)C(=O)CCc2nnc(CCc3ccccc3)o2)n1 (stereo not given)
  0	-5	-0.8	1	-1	1	3	1	7
> Cc1nc(-c2ccncc2)sc1C(=O)Nc1ccc(Cl)cc1
  5	0	-0.3	-2	10	-5	10	-3	-2
> COc1ccc(NC(=O)CSc2nc3nc(C)cc(C)c3c(=O)[nH]2)cc1OC
  2	10	0.6	-2	5	-1	3	2	-10
> Cc1ccc2nc(-c3ccc(NC(=O)COCC(=O)O)cc3)sc2c1
  -1	-4	0.7	1	4	-4	-2	13	6
> Cc1c(Cl)cccc1NC(=O)CCC(=O)NNC(=O)c1ccccc1Cl
  1	5	-1.0	5	-8	-4	6	3	-7

Looked up by structure from the entries so far (2):
Below each SMILES: CHRM4 agonist	M4 PAM	CRFBP-R2 agonist	M5 PAM	M5 antag	CHRM1 antagonist	CHRM1 PAM	CHRM5 agonist	CHRM4 antagonist
> Cc1ccc(C)c2[nH]c(=O)c(CN(CCN3CCCC3)C(=O)Nc3cccc(Cl)c3)cc12
  3	-7	-0.8	-1	8	-6	9	0	-6
> Cc1nc(-c2ccncc2)sc1C(=O)Nc1ccc(Cl)cc1
  5	0	-0.3	-2	10	-5	10	-3	-2

(continued)
Below each SMILES: CHRM4 agonist	M4 PAM	CRFBP-R2 agonist	M5 PAM	M5 antag	CHRM1 antagonist	CHRM1 PAM	CHRM5 agonist	CHRM4 antagonist
> Cc1ccc(C(=O)OCC(=O)NC(=O)NCc2ccccc2)cc1C
  2	9	2.2	3	10	-6	6	2	-6
> CC(C)C[C@H]1CNC(=O)C(=O)N1CC1CCN(CCC(C)c2ccccc2)CC1 (stereo not given in full)
  -1	-8	/	9	-3	2	-2	-5	12
> Cc1ccc2c(c1)[C@H]1[C@H](CO2)[C@H](c2ccccc2)[C@]2(C)C(=O)N(Cc3ccc(F)cc3)CC(=O)N12
  12	-8	29	-3	13	10	-1	24*	16
> Cc1cc(C)cc(N(CC(=O)NC2CCCC2)C(=O)CCC(=O)Nc2cc(C)ccn2)c1
  1	1	-0.4	5	-15	-16	9	-4	-9
> O=c1c2ccccc2nc(COc2ccccc2)n1/N=C/c1cc([N+](=O)[O-])ccc1O
  1	11	14	-5	1	-5	4	0	-8
> O=C(NCC(=O)N1CCCCC1)c1ccc(Cl)cc1Cl
  1	1	-1.3	4	3	1	0	-3	-3
> COc1cc(/C=C2\N=C(c3c(-c4ccccc4)noc3C)OC2=O)ccc1OC(C)=O
  0	-3	1.0	-3	0	6	2	1	-2
> COc1ccc(/C=C2\SC(=O)N(CCNC(=O)Cn3[nH]c(=O)c4ccccc4c3=O)C2=O)cc1
  4	-5	-3.2	-3	15	-3	1	1	4
> COc1ccc(-c2noc(CCC(=O)NC3CCCCC3)n2)cc1
  7	-3	1.0	-6	3	25	-10	4	1
> C[C@H]1Cn2cnc(C(=O)NCC(=O)OC(C)(C)C)c2C(=O)N1
  1	5	-1.1	1	-1	-4	0	2	-11
> CCOC(=O)[C@]12CCCC=C1N(Cc1cccc3ccccc13)C(=O)[C@H](CC(=O)N1CCOCC1)C2
  2	11	/	2	-9	/	/	6	-10
> O=C(O)CN1C(=O)/C(=C/c2ccccc2Cl)Oc2ccccc21
  0	-4	-1.7	-3	16	-2	2	0	8
> O=C1c2ccccc2C(=O)c2c1ccc1c(=O)n(-c3ccccc3)[nH]c21
  1	5	-3.0	3	1	-9	4	0	9
> COc1ccc(OC)c(NC(=O)C2(C)CCN2Cc2ccccc2Cl)c1 (stereo not given)
  -2	-3	/	-4	-3	-13	2	-2	-22
> CN(C)S(=O)(=O)c1ccc(S(=O)(=O)N(Cc2ccco2)Cc2ccccc2Cl)cc1
  1	-2	45	-4	3	-14	2	0	2
> CNC(=O)COC(=O)CNC(=O)c1cc(Cl)cc([N+](=O)[O-])c1
  2	14	-0.2	7	1	-11	10	0	-5
> CC(CS(=O)(=O)c1cccc2cccnc12)N1CCCCC1 (stereo not given)
  0	-1	0.8	-1	-1	-20	-1	-2	1
> OCC1(CCCc2ccccc2)CCN(Cc2cnc(N3CCOCC3)s2)CC1
  5	-6	11	2	7	6	-5	1	-4
> CN(C)CCN1C(=O)C(=O)/C(=C(/O)c2ccc(S(=O)(=O)N3CCOCC3)cc2)C1c1ccc(F)cc1 (stereo not given)
  1	3	0.3	12	-9	5	4	1	3
> Cc1cc(NC(=O)CCC2CCCC2)no1
  0	7	1.3	14	-1	-12	9	-9	-9
> O=C(CSc1nc2ccccc2nc1N1CCCC1)Nc1ccc(F)cc1
  0	5	-1.0	-1	1	-13	2	0	-9
> O=C(/C=C/c1ccccc1)c1ccc(NC2=NCCCS2)cc1
  8	-7	3.0	-19	4	1	-14	-5	1
> O=[N+]([O-])c1ccc(N=Cc2c(O)ccc3ccccc23)cc1
  1	6	-0.4	-3	7	-6	1	-2	2
> COc1ccc(NC(=O)Cn2cnc3c(oc4nc5c(cc43)COC(C)(C)C5)c2=O)cc1
  0	0	2.4	4	2	-11	13	2	11
> Cc1ccc(C=NNc2nc3c([nH]2)c(=O)n(C)c(=O)n3C)cc1
  3	4	-1.9	3	9	-6	6	-1	5
> O=C(CN1C(=O)NC2(CCCCCC2)C1=O)N1CCN(S(=O)(=O)c2ccc(Cl)cc2)CC1
  5	1	0.1	2	-1	-3	0	3	-5
> Cn1c(=O)c2c(nc(C(O)c3ccccc3)n2C)n(C)c1=O (stereo not given)
  1	-1	3.4	-4	11	-6	3	2	-6
> COc1ccc(C(=O)OCC(=O)Nc2cccc(C(C)=O)c2)cc1OC
  4	-3	-0.6	-2	6	3	0	1	5
> C=CCNC(=O)COc1ccc(S(=O)(=O)NC2CCCCC2)cc1
  1	5	-1.3	-5	6	-14	8	0	-1
> Cc1nonc1C(=O)N/N=C/c1cccc(O)c1
  0	0	3.5	-6	1	7	-8	0	0
> COc1ccc(N(CC(=O)Nc2cc(C)cc(C)c2)S(=O)(=O)c2ccccc2[N+](=O)[O-])c(OC)c1
  1	2	1.5	3	9	-9	7	-1	-1
> CC(=O)Nc1cc(C(=O)N2CCc3ccccc3C2)ccc1Sc1ccc(F)cc1
  10	1	14	-7	-4	-8	-2	-4	-19
> COc1ccc(CCNC(=S)N2CCC(Cc3ccccc3)CC2)cc1OC
  6	-9	-0.6	-2	1	-2	3	-3	-3
> CCOP(=O)(OCC)C(Nc1cccc(C)c1)c1ccc(F)cc1 (stereo not given)
  0	-3	-0.9	1	-4	6	-6	-3	10
> COc1ccc(-c2nnc(SCC(=O)NCc3cccs3)n2CC(C)C)cc1
  2	11	-3.9	0	8	-16	4	-1	-6
> COCCNC(=O)c1onc(CSc2ccc(C)c(C)c2)c1C(=O)O
  0	9	0.4	6	-4	-6	9	1	-6
> O=C(CCCCn1c(=O)[nH]c2ccccc2c1=O)N1CCN(c2cccc(C(F)(F)F)c2)CC1
  12	-13	-1.5	-44	5	9	-5	-7	10
> O=C(NNC(=O)c1ccc2c(=O)n3c(nc2c1)CCC3)c1ccc(Cl)cc1
  3	6	-0.5	7	3	2	7	3	8
> Cc1cc(OCC(=O)c2cccc(C(F)(F)F)c2)n2cnnc2n1
  0	-13	-1.2	0	8	-7	9	-3	0
> CCN(CC)C(=O)Oc1ccc(Cl)c2ccccc12
  -1	12	-1.1	2	-7	-12	9	-3	0
> CCOC(=O)CNc1nc(C(C)(C)C)nc2c1nnn2Cc1ccccc1
  3	4	4.2	2	3	-11	12	-2	-7
> COc1ccc(NC(=O)c2ccc3ncsc3c2)cc1
  1	-3	-1.7	-2	8	-14	11	2	6
> O=C(O)c1ccc(NCc2ccncc2)cc1
  0	-1	4.1	-6	3	-5	5	-2	5
> COc1cccc(CNCC(O)(c2ccc(Cl)cc2)c2ccc(Cl)cc2)c1
  1	1	9.5	4	-4	-6	5	-1	0
> CC(=O)c1cccc(NC(=S)NC(=O)c2cccc(Cl)c2)c1
  3	10	8.3	-2	-7	16	-10	-3	6
> O=C(NC(CO)c1ccccc1)c1ccco1 (stereo not given)
  1	-3	-0.1	-1	5	-37	5	-1	-7
> Cc1cccnc1NC(=O)C1CCC1
  2	8	-1.2	4	-16	-17	15	8	3
> COc1ccc(CC(=O)NNC(=O)CSc2nnc(Cc3ccc(OC)cc3)n2-c2ccccc2)cc1
  0	-4	1.4	4	2	-9	12	-3	-5
> CCCCCCC1CC(/C(C)=N\NC(N)=O)OC1=O (stereo not given)
  1	-7	-1.0	-2	0	-6	10	0	-2
> CC(=O)OCCOCn1cnn2c(=O)c(Br)c(C)nc12
  0	-1	-0.1	1	1	-3	-1	-3	-19
> CC(C)(C)c1ccc(NC(=O)c2ccsc2)cc1
  0	-9	-1.2	-3	1	-18	19	-8	7
> O=C(NCCc1ccccc1)C1CCN(S(=O)(=O)N2CCCC2)CC1
  2	-4	13	-4	1	-4	-3	1	6
> Cc1ccc(CNC(=O)CN(c2ccc(C)cc2)S(=O)(=O)c2c(C)n[nH]c2C)cc1
  1	0	-0.2	6	6	-9	2	-8	-7
